# Screening results deposited in PubChem by several laboratories.
# p97 inhibitor: inhibitors of human p97 ATPase, primary screen, biochemical | Transitional endoplasmic reticulum ATPase (Homo sapiens), P55072 | AID 1481, 2009 | recombinant p97 ATPase, Kinase-Glo ATP luminescence, 3 h | inhibition, % at 8 µM | hit rate 0.42% among 220,000; in the data active = inhibition above about 15%;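 also: 0% = DMSO vehicle and 100% = wells lacking enzyme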
# Runt-SMMHC FRET: inhibitors of RUNX1 Runt–CBFb-SMMHC binding, primary screen, biochemical, FRET, Cerulean-Runt, Venus-CBFb-SMMHC, uHTS; Runt-related transcription factor 1 (Homo sapiens) + Core-binding factor subunit beta …; Cerulean-Runt/Venus-CBFb-SMMHC FRET ratio 530/480, 1 h; inhibition, % at 20 µM; hit rate 0.74% among 220,000; AID 1434, 2008;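 active = mean inhibition across duplicate retests at 20 µM reaching about 50%, limit read from the data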;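 also: 0% = DMSO wells and 100% = wells with excess untagged CBFb-SMMHC; inhibitors lower the FRET ratio by blocking Runt binding to CBFb-SMMHC; some results filed as inactive read as strong as hits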
# Target sequence (Q01196 whole entry, looked up): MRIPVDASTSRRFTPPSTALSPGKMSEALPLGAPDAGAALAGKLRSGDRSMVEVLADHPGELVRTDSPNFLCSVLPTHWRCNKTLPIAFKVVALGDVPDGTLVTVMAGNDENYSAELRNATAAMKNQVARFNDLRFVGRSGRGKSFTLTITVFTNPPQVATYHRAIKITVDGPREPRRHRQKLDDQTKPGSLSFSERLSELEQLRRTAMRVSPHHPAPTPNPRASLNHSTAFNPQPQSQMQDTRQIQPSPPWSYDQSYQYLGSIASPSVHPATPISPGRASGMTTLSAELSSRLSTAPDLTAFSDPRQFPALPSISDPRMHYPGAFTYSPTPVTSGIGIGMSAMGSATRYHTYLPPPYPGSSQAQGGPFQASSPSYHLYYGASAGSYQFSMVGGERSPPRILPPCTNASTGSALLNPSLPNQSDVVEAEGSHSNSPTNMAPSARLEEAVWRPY
# Target sequence (Q13951 whole entry, looked up): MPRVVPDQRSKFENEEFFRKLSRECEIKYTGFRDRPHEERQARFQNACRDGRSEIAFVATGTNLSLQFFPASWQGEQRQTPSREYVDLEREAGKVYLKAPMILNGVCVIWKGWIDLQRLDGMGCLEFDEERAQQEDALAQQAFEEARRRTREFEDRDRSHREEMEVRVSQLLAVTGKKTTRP
# RBBP9 inh: human RBBP9 inhibitors, primary screen, biochemical, fluorescence polarization, FP-Rh probe, HTS | hit rate 0.2% among 220,000 | Serine hydrolase RBBP9 (Homo sapiens), O75884 | inhibition, % at 7.94 µM | AID 1515, 2009 | recombinant RBBP9;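 active = inhibition above the campaign mean of all tested compounds plus 3 SD, cut at about 14% in these data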;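 also: plate controls were DMSO wells with RBBP9 for no effect and wells lacking RBBP9 protein for full effect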
#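 Assay system: recombinant human RBBP9; Reagent: Serine-hydrolase probe FP-Rh, 375 nM pre-mixing; Doses: 7.94 µM single dose, 0.794% DMSO; Incubation: 30 min then 45 min, 25 °C; Detection: fluorescence polarization (mP), excitation 525 nm, emission 598 nm; Evaluation: percent inhibition from mP, scaled between DMSO and no-protein wells.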
# Runt-CBFb FRET: inhibitors of RUNX1 Runt–CBFb binding, primary screen, biochemical, FRET, Cerulean-Runt, Venus-CBFb, uHTS; Runt-related transcription factor 1 (Homo sapiens) + Core-binding factor subunit beta …; Cerulean-Runt/Venus-CBFb FRET ratio 530/480, 1 h; inhibition, % at 20 µM; hit rate 0.46% among 220,000;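 active = inhibition over about 50% at 20 µM in the single-dose screen, limit read from the data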;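 also: 0% = DMSO wells and 100% = excess unlabeled CBFb competitor control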
#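 Schedule: protein complex preformed 1 h, compound exposure 1 h, room temperature, dark; test system: Cerulean-labeled Runt domain protein; amount: 100 nM per protein; buffer or medium: Tris 50 mM pH 7.5, KCl, K2SO4, 0.01% BSA; read-out: loss of energy transfer signal; detection: FRET fluorescence; controls: 5 µM unlabeled CBFb as full-inhibition high control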
# Mdm2 ligase inh: MDM2-luciferase reporter signal enhancers, primary screen, MDM2 E3 ligase inhibitor project, cell-based, luminescence, 1536-well. cell-based MDM2 ubiquitination luciferase reporter, 2 h; 0 = plate control, 100 = twice control, blank-subtracted. signal enhancement, % at 5 µM. hit rate 0.11% among 210,000;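 active = signal enhancement of 30% or more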;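 also: luminescence tracks abundance of the self-degrading MDM2-luciferase fusion protein; higher signal means inhibition of MDM2 E3 ligase activity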
#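 Timing – 2 h compound exposure at 37 °C · Assay system – mammalian cells stably expressing self-ubiquitinating, self-degrading MDM2 E3–luciferase fusion · Amount – 2000 cells seeded into each well · Measure – % luminescence enhancement versus blank-corrected plate control mean · Measured by – SteadyLite luminescence, 15 min reagent step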
# Hck-Nef inh: inhibitors of Nef-activated human Hck kinase, primary screen, biochemical, Z-Lyte FRET, 384-well, Hck-YEEI. hit rate 0.68% among 220,000. inhibition, % at 20 µM. Recombinant Hck-YEEI plus Nef, Z-Lyte FRET kinase assay. Tyrosine-protein kinase HCK (Homo sapiens), P08631;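 active = Hck-Nef kinase inhibition above about 50%, limit read from the data; inactive = inhibition below that limit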;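 also: 0% = DMSO with Hck plus Nef and 100% = Hck alone without Nef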
# NPY-Y2 PAM-ag: NPY-Y2 potentiators or agonists, primary screen, cell-based; activation, % at 3.6 µM; cells expressing NPY-Y2, potentiator/agonist read-out; Neuropeptide Y receptor type 2 (Homo sapiens), P49146; hit rate 0.45% among 220,000; in the data active = activation above about 27%;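 also: cells stimulated with NPY near EC25 plus isoproterenol at EC100; 0% = vehicle plus submaximal agonist and 100% = vehicle plus saturating agonist; some results beyond the cut were filed as inactive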
# Target sequence (P49146 whole entry, looked up): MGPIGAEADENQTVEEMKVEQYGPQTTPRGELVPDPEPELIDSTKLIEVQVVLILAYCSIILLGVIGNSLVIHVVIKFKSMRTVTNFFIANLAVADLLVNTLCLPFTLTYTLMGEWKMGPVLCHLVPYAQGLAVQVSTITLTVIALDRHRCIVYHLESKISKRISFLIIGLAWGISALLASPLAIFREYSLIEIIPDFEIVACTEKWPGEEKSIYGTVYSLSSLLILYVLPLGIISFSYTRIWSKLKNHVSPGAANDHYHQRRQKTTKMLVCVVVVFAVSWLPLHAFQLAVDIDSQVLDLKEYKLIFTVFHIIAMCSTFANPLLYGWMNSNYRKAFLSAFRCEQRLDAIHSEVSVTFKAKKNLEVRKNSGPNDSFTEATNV
# NPY-Y1 antag: NPY-Y1 receptor antagonists, primary screen, cell-based; Neuropeptide Y receptor type 1 (Homo sapiens), P25929; HEK293-CNG Y1 cells, membrane potential fluorescence; NPY at EC95, then isoproterenol; inhibition, % at 3.6 µM; hit rate 1% among 200,000;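 active = inhibition above the campaign mean inhibition of all tested compounds plus 3 SD, cut at about 20% in these data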;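 also: 0% = DMSO wells given NPY plus isoproterenol and 100% = isoproterenol alone without NPY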
#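 Material: HEK293 cells co-expressing NPY Y1 receptor and cyclic-nucleotide gated channel. Timing: compound incubation 1 h at room temperature, readout 45 min post-stimulation. Signal: fluorescence, membrane potential probe.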
# NPY1 pot ag: NPY-Y1 receptor potentiators or agonists, primary screen, cell-based. NPY-Y1 expressing cells, potentiator/agonist activation. hit rate 0.37% among 220,000. activation, % at 3.6 µM; in the data active = activation above about 33%, passing the limit was not always enough;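 also: cells stimulated with NPY at EC10 then isoproterenol at EC100; 0% = low agonist plus stimulus and 100% = saturating agonist plus stimulus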
# The depositor's hits bear a star; x = no result given.
SMILES,p97 inhibitor,Runt-SMMHC FRET,RBBP9 inh,Runt-CBFb FRET,Mdm2 ligase inh,Hck-Nef inh,NPY-Y2 PAM-ag,NPY-Y1 antag,NPY1 pot ag
O=C(C1=C(O)C(=O)N(c2nccs2)C1c1ccccc1)c1cc2ccccc2o1 (centres undefined),4,-126,-10,16,-13,-1,-9,x,-10
CC(OC(=O)C1=Cc2ccccc2OC1)C(=O)NC(C)(C)C (centres undefined),-5,-4,-8,-1,-16,12,-12,-5,20
Cc1[nH]nc(Nc2ccc(Br)cc2)c1[N+](=O)[O-],0,-1,-4,0,3,11,26,x,23
COc1ccc(CCn2c(N)c(C#N)c3nc4ccccc4nc32)cc1OC,7,31,-1,18,1,18,22,-7,22
Cc1ccc(C(=O)/C=C/Nc2ccccn2)cc1,-10,x,2,x,x,14,-8,8,-3
CCn1nc(C)cc1C(=O)N1CCCC(C(=O)c2ccc3ccccc3c2)C1 (centres undefined),-4,4,-2,0,-5,-23,-10,8,-8
CN(C(=O)COC(=O)c1ccc(Cl)cc1N)C1CCS(=O)(=O)C1 (centres undefined),6,1,-1,2,5,2,-10,7,-40
Cn1cc(Br)c(-c2cccc(NC(=O)CC(C)(C)CC(=O)O)c2)n1,5,33,-9,1,-14,15,4,x,-3
COC(=O)c1cc(Oc2ccc(C(=O)OC)cc2N)cc(C(=O)OC)c1,-2,-3,-7,-3,-8,1,0,10,-10
CN(Cc1ccccc1)C(=O)c1ccccc1NC(=O)C1CC1,1,0,4,0,-18,4,-4,0,-14
CC(O)Cn1ccccc1=N (centres undefined),-2,-2,-4,0,-3,0,-21,-2,-34
Cn1c2c(c(=O)n(C)c1=O)C(c1cccc(F)c1)C(C#N)=C(N)O2 (centres undefined),7,-1,2,3,-8,1,10,x,15
CC(=O)C1=C(C)NC(C)=C(C(C)=O)C1c1ccc(-c2ccccc2Cl)o1,-4,31,-7,24,-16,2,-8,-4,-4
O=C(Oc1cc(Cl)ccc1Cl)c1ccc(N2CCOCC2)c([N+](=O)[O-])c1,1,3,-11,-1,-10,2,-1,-3,-18
Cc1cccc(OCC(=O)NCC(=O)N/N=C/c2ccc(O)cc2O)c1,2,1,-9,17,-11,12,8,x,22
CCCCC1(C)NC(=O)c2c(C)sc(C(=O)OCC)c2N1 (centres undefined),-9,1,-12,-1,-7,1,12,-2,11
Cc1ccc(NC(=O)C(C)N2CCOCC2)c(C(=O)c2ccccc2)c1 (centres undefined),-2,-1,-2,1,-14,2,-11,3,0
CCCCn1c(SCC(N)=O)nnc1-c1ccco1,-1,3,-3,0,-6,2,15,-13,-8
COc1ccc(OCCn2nnc(-c3ccc(Cl)cc3)n2)cc1,4,1,-7,-1,-12,2,3,0,-5
Cc1ccc2[nH]c(=O)c(-c3nc4cc(C)ccn4c3NCc3ccco3)cc2c1,4,16,-9,20,-15,9,33*,-2,31
CC(C)C(=O)NC(NC1CCS(=O)(=O)C1)C(Cl)(Cl)Cl (centres undefined),-1,1,-2,0,4,20,1,0,0
O=C(CSc1nnc(-c2ccco2)n1-c1ccccc1)NCc1ccco1,7,-3,-11,x,7,1,7,-1,3
Cc1[nH]c2ccccc2c1SCc1ccccc1,5,0,4,0,-7,26,7,0,16
Cc1nc(CN2CCN(C(=O)c3ccc(Br)cc3)CC2)cs1,1,-4,-4,0,-24,-8,2,-1,-17
Cn1c(=O)n(C)c2cc([N+](=O)[O-])c(N3CCN(C(=O)c4ccc(F)cc4)CC3)cc21,9,5,-7,1,-3,5,-4,2,-10
O=C(CSc1nc(-c2ccccc2)nc2c1Cc1ccccc1O2)Nc1ccc(C(=O)O)cc1,4,-31,-1,40,10,24,6,3,2
O=C(N/N=C/c1cccnc1)c1cc2ccccc2o1,6,0,0,-2,2,5,2,2,14
CC(=O)Nc1ccccc1-c1ccc(C)o1,-5,-4,-12,3,-7,-25,-2,2,-6
Cc1cccc(C)c1NC(=S)NCc1ccncc1,-4,0,2,-4,-1,4,-3,x,0
O=C(c1ccccc1Cl)N1CCNCC1,-4,0,-7,1,-15,-4,0,4,-14
COc1ccc(O)c(C2=Nc3ccccc3N=C(c3cccs3)C2)c1,2,-22,-5,-9,-6,4,-2,5,0
CCOC(=O)C1=C(C)NC(C)=C(C(=O)OCC)C1C(=O)O,4,2,-2,-1,-12,2,6,4,-8
CSc1ccc(CN(C)Cc2nc3ccccc3c(=O)[nH]2)cc1,4,-2,-3,1,x,11,-4,x,13
O=C(c1cnc2ccc3ccccc3c2c1)c1cc(F)ccc1O,0,-1,-22,2,x,0,-7,x,-1
CCn1cc(C(=O)N2CCN(Cc3ccc4c(c3)OCO4)CC2)c2cc(OC)c(OC)cc2c1=O,2,2,-8,0,-18,0,1,-7,-2
Cc1oc(-c2cccs2)[n+]([O-])c1C,6,0,-3,1,-10,1,2,-3,9
Cc1ccccc1N=C1NC(=O)CC(c2ccccc2)S1 (centres undefined),-3,5,-7,2,-24,-14,-6,-3,4
CCn1c(=N)n(CC(=O)c2ccco2)c2ccccc21,6,-4,-11,3,-6,1,2,-3,0
O=C(O)CC(NC(=O)C1c2ccccc2Oc2ccccc21)c1ccc(OC2CCCC2)cc1 (centres undefined),-6,-8,-2,-5,4,-14,-4,0,-16
COc1cc(NC(=O)COc2cccc(OC)c2)cc(OC)c1,3,-5,-8,-2,-14,3,7,0,-4
O=C(O)C1C2C=CC(O2)C1C(=O)NCc1ccc2c(c1)OCO2 (centres undefined),3,3,2,-1,-25,-5,11,0,-8
COc1ccc(-c2c(C#N)c(N)nc3c2CCC3)cc1,6,97*,-5,45,-14,10,-5,0,0
CC(C)(CNCC(O)c1ccccc1)N1CCOCC1 (centres undefined),4,1,1,-1,-7,2,8,-8,3
c1ccc(CNc2cnccn2)cc1,1,2,-8,-1,-12,-1,-1,1,1
COc1cccc(-c2nc(CS(=O)(=O)CC(=O)NCc3ccccc3OC)c(C)o2)c1,4,-2,1,x,-21,6,-15,20,-35
CC(=O)c1ccc(N2CCN(C(=O)/C=C/c3cccs3)CC2)cc1,-7,2,-10,-3,-3,17,-6,5,-16
COc1cc2c(cc1OC)C(COc1ccc3c(C)cc(=O)oc3c1)N(C(=O)c1ccco1)CC2 (centres undefined),4,-4,-3,0,-8,7,1,6,-15
O=C(CCC(=O)Nc1ccccc1)NNC(=O)c1ccco1,3,1,0,-1,-1,1,10,1,4
CCOC(=O)c1c(C)[nH]c(N=Nc2ccccc2Cl)c1C,-1,-8,2,-6,x,7,-32,x,-33
CN1CCC(=O)N([C@H](CSc2ccc(Br)cc2)Cc2ccccc2)CC1,x,1,x,0,5,23,x,x,x
Cc1nc(N2CCC(C)CC2)c2oc3ccccc3c2n1,-7,1,-11,-4,-13,-16,-43,19,-20
CC(=C/c1ccccc1)/C=C1/SC(N2CCOCC2)=NC1=O,-7,0,-11,-3,-14,-1,12,-2,4
CCCc1cc(C(=O)N2CCN(S(=O)(=O)c3ccc(OC)c(OC)c3)CC2)cs1,0,-3,-9,0,-7,11,13,1,5
O=C(CCc1nnc(CCCCc2ccccc2)o1)N1CCN(CCO)CC1,3,4,-8,0,-68,15,11,x,19
CC(C)NC(=O)C(Sc1ccccc1)c1ccccc1 (centres undefined),-1,4,-5,1,x,1,7,-4,-11
COc1ccc(CSc2nc(C)[nH]c2[N+](=O)[O-])cc1[N+](=O)[O-],-3,-2,-11,-2,-3,17,-24,x,-10
C=CCn1c(C)cc(C(=O)Cn2ncc(Cl)c(Cl)c2=O)c1C,6,-12,0,-9,3,53*,-4,-1,11
O=S(=O)(Nc1cccc(Cl)c1)c1ccc2oc(=S)[nH]c2c1,5,1,-2,2,-9,14,-4,4,-11
COc1c(OC)c(O)c2c(=O)cc(-c3c(O)cccc3O)oc2c1OC,-3,0,-5,7,-12,14,-15,1,-2
O=S(=O)(Nc1ccc2c(c1)nc1n2CCOC1)c1ccc(Cl)cc1,-1,-1,-7,-1,-7,2,-4,-7,7

# Results in RBBP9 inh, for four of the compounds above:
compound | RBBP9 inh
CC(C)NC(=O)C(Sc1ccccc1)c1ccccc1 (centres undefined) | -5
COc1ccc(CSc2nc(C)[nH]c2[N+](=O)[O-])cc1[N+](=O)[O-] | -11
C=CCn1c(C)cc(C(=O)Cn2ncc(Cl)c(Cl)c2=O)c1C | 0
O=S(=O)(Nc1cccc(Cl)c1)c1ccc2oc(=S)[nH]c2c1 | -2

# Continued:
SMILES,p97 inhibitor,Runt-SMMHC FRET,RBBP9 inh,Runt-CBFb FRET,Mdm2 ligase inh,Hck-Nef inh,NPY-Y2 PAM-ag,NPY-Y1 antag,NPY1 pot ag
CC(C)[C@@H](C(=O)N1CCNCC1)n1cc(CCO)nn1,4,-1,-5,-1,x,-21,-9,-1,0
O=c1c2c(nc3nc[nH]n13)CCC2,3,-5,-6,3,-10,1,11,-1,20
C/C(CC(=O)Nc1cccnc1)=N\NC(=O)c1ccc([N+](=O)[O-])c(Cl)c1,2,-3,-11,-3,3,3,5,7,8
CC(C)C(=O)Nc1nnc(CCN2CCOCC2)s1,2,-2,-1,0,-25,-2,-2,-1,1
CCN(CC)CCN1C(=O)c2ccccc2NC1c1cccc(F)c1 (centres undefined),3,4,-10,1,1,3,1,1,-1
O=C(c1ccccc1F)N1CCCC(c2ccccc2)C1 (centres undefined),3,1,-6,-2,2,2,11,-3,-18
COC(C[C@H]1O[C@H]1[C@@H](O)COCc1ccccc1)OC,x,-1,x,1,16,24,x,x,x
